SNCA expr inh – SNCA gene expression inhibition; HEK-293 SNCA-luciferase knock-in, luminescence, 24 h; Potency, µM (doses to about 57.2 µM), for inactives: top-dose activity change, negative = inhibition, usual class: inhibitors; actives 0.17% (n = 140,000); AID 1671194;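 also: potency is read from the fitted curve at half-maximal effect; plate controls were DMSO cells for no effect and cell-free wells for full effect; nearly all actives have a fitted effect of over 45% in size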
Luciferase inh – Photinus pyralis luciferase inhibition; P08659; purified P. pyralis luciferase, luminescence, biochemical; Potency, µM (top dose mostly 115 µM), for the others: top-dose activity change, negative = inhibition, hits mostly inhibitors; actives 2.5% (n = 76,000); AID 1347043; also: potency is read from the fitted curve at half-maximal effect; nearly all actives have a fitted effect of over 65% in size
Target sequence (P08659 whole entry, looked up): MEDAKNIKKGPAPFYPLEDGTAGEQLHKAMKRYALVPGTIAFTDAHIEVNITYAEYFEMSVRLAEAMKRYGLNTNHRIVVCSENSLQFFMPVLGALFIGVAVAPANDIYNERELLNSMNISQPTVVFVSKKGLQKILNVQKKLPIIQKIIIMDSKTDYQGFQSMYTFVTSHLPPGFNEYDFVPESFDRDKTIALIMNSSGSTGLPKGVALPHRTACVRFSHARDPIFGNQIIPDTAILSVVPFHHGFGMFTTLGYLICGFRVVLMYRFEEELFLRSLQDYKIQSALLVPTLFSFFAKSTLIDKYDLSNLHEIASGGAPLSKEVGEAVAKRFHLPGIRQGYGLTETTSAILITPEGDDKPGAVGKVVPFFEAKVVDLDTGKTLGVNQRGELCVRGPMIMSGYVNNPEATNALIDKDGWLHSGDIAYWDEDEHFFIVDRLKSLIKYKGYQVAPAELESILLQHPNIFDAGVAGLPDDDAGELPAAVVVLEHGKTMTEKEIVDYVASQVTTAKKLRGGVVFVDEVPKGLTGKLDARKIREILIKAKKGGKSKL
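Inhibitors were tested against purified firefly luciferase in a biochemical, low-substrate format (both substrates at 10uM) and luminescence measured with a CCD imager.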
IP6K1 inh – inhibitors of human IP6K1 | Q92551 | IP6K1 kinase, ADP-Glo luminescence, 2 h; hits give low values | activity change, % (series mostly up to about 58 µM) | actives 0.81% (n = 140,000) | AID 1645851; in the data active = activity change below about -25%
Target sequence (Q92551 whole entry, looked up): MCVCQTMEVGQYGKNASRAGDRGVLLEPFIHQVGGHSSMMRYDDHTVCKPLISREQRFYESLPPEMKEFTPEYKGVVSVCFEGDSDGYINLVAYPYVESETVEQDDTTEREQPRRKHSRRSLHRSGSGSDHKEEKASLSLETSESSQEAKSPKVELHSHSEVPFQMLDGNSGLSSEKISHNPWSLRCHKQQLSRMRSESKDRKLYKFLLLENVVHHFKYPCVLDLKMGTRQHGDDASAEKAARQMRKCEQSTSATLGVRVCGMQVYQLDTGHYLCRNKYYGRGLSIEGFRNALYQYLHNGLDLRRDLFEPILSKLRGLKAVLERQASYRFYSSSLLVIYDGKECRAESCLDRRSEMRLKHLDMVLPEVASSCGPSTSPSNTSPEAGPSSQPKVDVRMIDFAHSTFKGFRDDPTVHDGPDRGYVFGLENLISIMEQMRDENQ
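ADP-Glo luminescence measures ADP made by human IP6K1 during a 2 h RT reaction with ATP/IP6 (mix at 1.3 mM/130 uM); top library doses 57.5 and 19.1 uM final.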
SNCA viab count – counter-screen for SNCA expression inhibitors: cell viability; HEK-293-SNCA-luc viability, GF-AFC fluorescence, 24 h; Potency, µM (top dose mostly 57.1 µM), for inactives: at the top dose activity change, negative = cytotoxicity, usual class: cytotoxic; actives 0.12% (n = 150,000);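 also: potency is read from the fitted curve at half-maximal effect; 0% = DMSO-treated cells and -100% = medium-only wells without cells; nearly all actives have a fitted effect of over 30% in size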
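HEK-293-SNCA-luc cells (1500/well) plated 24 h, then exposed 24 h to a dilution series; GF-AFC added 30 min at 37C, fluorescence 405/540 nm; normalised to medium-only and DMSO wells, Hill fit.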
GPT2 inh – blocks human glutamate pyruvate transaminase 2; Q8TD30; Recombinant GPT2, coupled pyruvate oxidase/HRP Amplex Red fluorescence; Potency, µM (highest dose often 57.7 µM), for inactives: at the highest dose activity change, negative = inhibition, hits mostly inhibitors; actives 0.25% (n = 100,000); AID 1671188; also: potency is read from the fitted curve at half-maximal effect; nearly all actives have a fitted effect of over 60% in size; many of its hits are not listed in these tables
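Inhibition is scored from Amplex Red fluorescence generated when pyruvate oxidase and HRP act on pyruvate released by GPT2. Reactions contain 10ng/uL enzyme, 250uM a-KG and 2mM L-alanine and run 30 min at room temperature.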
NIH3T3 tox – kills NIH 3T3 cells; NIH 3T3 viability, CellTiter-Glo ATP luminescence, 48-72 h; Potency, µM (titrated, usually from 96.7 µM), inactives show at the highest dose activity change, negative = cytotoxicity, actives largely listed as inhibitors; actives 4.3% (n = 94,000); also: potency is read from the fitted curve at half-maximal effect; nearly all actives have a fitted effect of over 55% in size
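NIH 3T3 cells at 400 cells/well received 23 nL of compound by pintool and were incubated 48 or 72 h at 37 °C. Viability was read as ATP-coupled CellTiter-Glo luminescence.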
HEK cytotox – HEK 293 cell cytotoxicity; HEK 293 viability, ATP luminescence (CellTiter-Glo), 48-72 h; Potency, µM (doses to about 115 µM), for the others: at the highest dose activity change, negative = cytotoxicity, hits mostly inhibitors; actives 6.6% (n = 94,000); AID 1345083; also: potency is read from the fitted curve at half-maximal effect; nearly all actives have a fitted effect of over 60% in size
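HEK 293 cells at 250 cells/well were exposed to compounds by pintool transfer for 48 or 72 hr at 37 degree Celsius, 5% CO2. Viability was read as ATP-coupled luminescence with CellTiter-Glo after 10 min at room temperature.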
The depositor's hits bear a star; i = inactive; ? = inconclusive; . = not tested or not shown; & = joins results of further samples; ! = repeats disagree; [ ] = remark or other dose. Unless noted, calls follow the shape of the dose curve; as a rule, active = well fitted curve in the direction sought with a large enough effect; inconclusive = small, poorly fitted or top-dose-only effect, or another doubt; inactive = no such curve, though single readings can be large; an effect the other way counts as inactive or inconclusive. Unless noted, % is scaled to controls: 0 for no effect and ±100 for the full control effect. Only part of the results is shown; the hit share may differ from the screen's.

SMILES	SNCA expr inh	Luciferase inh	IP6K1 inh	SNCA viab count	GPT2 inh	NIH3T3 tox	HEK cytotox
CCCC1(C(=O)O)CCCN(C(=O)c2cccnc2OCC)C1 (stereo unspecified)	-19.5%	3.9%	6.7	4.8%	-13.6%	-20.5%	i
O=C(NC1CC1)[C@@H]1C[C@H](Oc2ccccc2)CN1C(=O)c1ccccn1	14.6%	7.5%	-4.0	9.9%	3.0%	3.2%	i
COc1ccccc1N1CCN([C@@H]2[C@H](O)[C@H](CO)O[C@@H]2CNS(C)(=O)=O)CC1	19.7%	3.7%	-3.7	-4.3%	0.8%	4.5%	i
c1ccc(CCCN2CC[C@H](c3nc4ccccc4[nH]3)C2)cc1	62.0%[activator][87.6 µM]	?	13.3	-6.0%[87.6 µM]	i	?	?
COc1ccccc1-c1ccc(CN2CCCCC2C(=O)NCC2CC2)cc1 (stereo unspecified)	.	.	2.4&11.0	.	.	?	44.7µM*!
O=C(C1CC1)N1CCC(Oc2ccccc2-c2nc(C3CC3)no2)C1 (stereo unspecified)	40.0%[activator]	.	5.1	-11.9%	0.1%	-29.9%	-24.9%
Cc1nc(CCC(=O)N(C)CC2CCN(CCc3cccc(F)c3)CC2)n[nH]1	3.9%	3.5%	-6.8	-5.0%	0.0%	4.8%	2.0%
COc1ccc(OC)c(NC(=O)c2c(N3CCCC3=O)c3cc(OC)ccc3n2C)c1	-7.2%	.	18.0	-19.9%	.	.	.
O=C(NC1CCN(c2cc(-c3ccc(F)cc3)[nH]n2)C1)c1ccc(Br)o1 (stereo unspecified)	-19.5%	-5.4%	0.0	-14.5%	?	?	?
COc1ccc(-c2ccnc3nc(CCc4ccc(OC)c(OC)c4)nn23)cc1	4.9%	-15.1%	-11.0	-5.6%	i	?	?
O=C(c1ccccn1)N1CCCC(n2cc(-c3nc(-c4ccccc4)no3)nn2)C1 (stereo unspecified)	82.3%[activator]	?	1.7	0.2%	3.5%	-26.6%	?
Cc1ccc(OCCC2CCN(C(=O)Nc3cccc(C)c3)C2)cc1 (stereo unspecified)	33.8%[activator]	?	13.6	3.0%	-6.7%	?	?

Compound profiles (already shown). Values in the order: SNCA expr inh | Luciferase inh | IP6K1 inh | SNCA viab count | GPT2 inh | NIH3T3 tox | HEK cytotox
COc1ccccc1-c1ccc(CN2CCCCC2C(=O)NCC2CC2)cc1 (stereo unspecified) as listed: . | . | 2.4&11.0 | . | . | ? | 44.7µM*!
c1ccc(CCCN2CC[C@H](c3nc4ccccc4[nH]3)C2)cc1 as listed: 62.0%[activator][87.6 µM] | ? | 13.3 | -6.0%[87.6 µM] | i | ? | ?

Further results.
SMILES	SNCA expr inh	Luciferase inh	IP6K1 inh	SNCA viab count	GPT2 inh	NIH3T3 tox	HEK cytotox
CCN1CCN(C(=O)c2cc(-c3ccc(C(F)(F)F)cc3)nc3c2cnn3C)CC1	.	.	-12.2	.	.	?	?
COCC(=O)NC1CCC12CCN(S(=O)(=O)c1c(C)noc1C)CC2 (stereo unspecified)	18.1%	-0.5%	13.5	6.5%	2.4%	-29.7%	-21.1%
C[C@@H]1C(=O)O[C@H]2[C@H]1CC[C@@]1(C)Cc3sc(NCc4ccccc4)nc3[C@@H](C)[C@H]21	14.3%[87.6 µM]	3.55µM*	1.1	-17.7%[87.6 µM]	-29.8%[88.5 µM]	?	?
Cc1cccnc1CN(C)c1cc(C2CC(O)C2)ncn1 (stereo unspecified)	3.2%	10.0%	-1.6	0.1%	4.4%	-13.4%	-7.7%
O=C(NC1CCCC1)c1ccc(CN2C(=O)NC3(CCS(=O)(=O)CC3)C2=O)cc1	-5.1%	-8.4%	8.2	-5.0%	i	i	-0.7%
O=C(NC1CCCCC1)N1C2CCC1CN(C1CCNCC1)C2	-11.4%	.	9.9	-2.4%	-1.9%	2.4%	i
CC(=O)c1cccc(Nc2ccc3cc(S(=O)(=O)N4CCC(C)CC4)ccc3n2)c1	-21.8%	.	15.5	-8.6%	.	.	.
CCCCNC(=O)C1(c2ccc(NC(=O)C(C)C)cc2)CCCCC1	-20.0%	4.5%	2.2	2.0%	-7.2%	?	?
Cc1ccccc1S(=O)(=O)N1CCC(CCC(=O)N2CCc3ccccc3C2)CC1	?	0.0%	-7.0	-24.4%	?	?	?
CCc1nc2c(c(-c3ccc(O)cc3)n1)CCN(Cc1ccncc1)CC2	5.9%	-3.5%	6.0	6.9%	i	-13.2%	1.5%
O=C(Cc1csc2ccccc12)NCc1ccc(F)cc1	251.5%[activator]	.	0.9	-14.6%	.	.	.
O=C(NCc1cccc(C(F)(F)F)c1)C1CCCN(Cc2cccc(-c3ccsc3)c2)C1 (stereo unspecified)	.	.	9.7	.	.	12.6µM*	31.6µM*
CCCCCNc1ncnc2c1CN(c1ccccc1)C(=O)N(C)C2	3.1%[87.6 µM]	-5.6%[172 µM]	-8.3	0.5%[87.6 µM]	i	?	?
Cc1ccc(NC(=O)N2CCN(c3cc(-c4noc(C)n4)ccc3C)CC2)c(F)c1	-0.1%	.	-12.5	8.4%	.	.	.
O=C(NCc1ccc(F)cc1)C1CCc2nnc(C3CCN(C(=O)c4cccnc4)CC3)n21 (stereo unspecified)	3.2%[87.6 µM]	.	-3.7	0.3%[87.6 µM]	i	i	i
COc1ccc(-c2nc(C3CC3)nc3c2CCN(C(=O)c2ccc4c(c2)OCO4)CC3)cc1	-15.7%	.	6.8	-22.0%	i	?	?
CC1=C[C@@H](CN2CCC(O)CC2)[C@H](C(C)C)C[C@H]1Cc1nnc(-c2ccc(N(C)C)cc2)o1	-29.3%	-2.1%	8.0	-21.7%	1.1%	39.8µM*	?
Cc1ccccc1-n1nc(C)c(CCC(=O)NC2CC2)c1Oc1ccccc1	-23.8%	0.1%	-10.6	3.7%	-5.1%	?	?
COc1ccc(Cl)cc1-c1ccc2c(c1)C(=O)N1CCN(C(=O)CO)C[C@@H]1C(=O)N2	?	-1.5%[172 µM]	3.7	1.1%[87.6 µM]	i	-6.6%[174 µM]	?
CCCC1c2nccn2CCCN1C(=O)c1cnco1 (stereo unspecified)	-24.3%	-10.3%	-7.4	?	i	-15.9%	-8.9%
COc1cccc(NC(=O)C2CCN(S(=O)(=O)c3cc(-c4noc(C)n4)ccc3C)CC2)c1	-12.7%	.	-36.4*	-12.2%	.	.	.
Cc1ncccc1-c1nc2cc(C(=O)NCc3ccccc3F)ccc2o1	12.1%[87.6 µM]	.	19.2	-5.3%[87.6 µM]	-3.2%[88.5 µM]	-29.1%[138 µM]	?
COc1ccccc1CN1C[C@@H]2C(C(=O)NCc3ccccc3)=NO[C@@H]2C1	-13.0%[87.6 µM]	-1.6%[172 µM]	6.2	6.1%[87.6 µM]	-4.8%[88.5 µM]	?	?
CCOc1ccccc1C(=O)NC1CCCN(c2cc(-c3ccc(Cl)cc3)[nH]n2)C1 (stereo unspecified)	-24.2%	?	0.0	?	i	15.8µM*	20µM*
O=C(c1cnc(Nc2ccccc2)nc1)N1CC[C@H](CO)[C@@H](O)C1	17.9%	11.5%	2.3	-1.0%	?	i	3.0%
CC[C@@]1(O)CCN(C(=O)CCn2nc(C)c(C(C)=O)c2C)C[C@H]1O	9.1%	5.7%	-0.4	-0.4%	i	-0.9%	0.9%
CCCn1cnnc1CNC1CCC2(CCNCC2)CC1	-15.8%	-12.7%	0.0	-8.6%	-5.8%	-9.0%	-8.0%
COCCN1C(=O)CCC2(CNC(=O)CCc3nc4ccccc4[nH]3)CCCC=C12 (stereo unspecified)	-5.1%	-0.2%	-3.3	1.9%	-4.5%	i	3.3%
COCC(=O)N1CC[C@@H](CC(=O)O)[C@@H](CCN2CCN(c3ccc(F)cc3)CC2)C1	2.6%[87.6 µM]	2.9%[172 µM]	5.1	3.0%[87.6 µM]	-7.5%[88.5 µM]	3.1%[138 µM]	-2.4%[172 µM]
Cc1cc(-c2cc(C(=O)NCc3c(C)cc(C)[nH]c3=O)c3c(c2)ncn3C)ccn1	-0.7%[87.6 µM]	5.9%[172 µM]	2.0	2.3%[87.6 µM]	3.9%[88.5 µM]	?	i
Cc1ccc(CNCc2ccc3c(c2)n(C)c(=O)n3C)cc1	-9.4%	.	2.0	-7.7%	.	.	.
Cc1ccc(NC(=O)CSc2nccn2Cc2ccco2)cc1Cl	248.9%[activator]	.	-5.2	-1.4%	.	.	.
O=C(N[C@H]1C[C@H]2C(=O)Nc3ccccc3C(=O)N2C1)c1cccnc1	-0.7%[87.6 µM]	1.5%[172 µM]	4.3	11.4%[87.6 µM]	i	i	i
COc1ncccc1-c1ccnc(-c2nnc(C)n2-c2ccccc2)c1	35.5%[activator][87.6 µM]	14.0%[172 µM]	4.5	4.2%[87.6 µM]	?	?	?
O=C1NC(=NC2CCCC2)C2(CCN(CC3CC3)C2)N1c1cccnc1 (stereo unspecified)	8.0%	.	-12.1	0.8%	4.0%	?	0.9%
O=C1CCN(CC2CC2)CCCC(c2nc(-c3cccnc3)no2)CCN1 (stereo unspecified)	10.0%	4.5%	25.7	1.0%	-10.9%	-6.7%	1.3%
CN1C(=O)c2cccn2CC1C(=O)NCC1CC1 (stereo unspecified)	-5.5%	1.5%	19.2	5.7%	i	-1.1%	-4.1%
O=C(C1CC1)N1CC[C@@H](Cn2c(-c3ccc(-c4ccc5occc5c4)cc3)nc3cnccc32)C1	29.7%	.	.	-2.8%	-1.5%	.	.
CCC(Oc1ccccc1)C(=O)Nc1cccc(OCc2cc(=O)n3cccc(C)c3n2)c1 (stereo unspecified)	9.1%	.	-4.5	?	.	.	.
CCc1ccccc1NS(=O)(=O)c1ccc(OC)c2ncccc12	-2.8%	.	-7.3	-11.2%	.	.	.
COCCOc1cc(-c2noc([C@@H]3CCCN3Cc3ccc(NC(C)=O)cc3)n2)ccn1	1.9%	8.1%	-8.5	0.0%	i	4.4%	2.2%
O=C(c1ccccn1)N1CCC2(CC1)NCCc1c2[nH]c2ccccc12	7.3%	-9.9%	4.0	1.5%[12.5 µM]	i	-13.0%	-17.3%
Cc1ccc(-n2c3c(cc(-c4nc(-c5ccc(Cl)cc5)cs4)c2=O)C(=O)CC(C)(C)C3)cc1	35.9%[activator]	.	15.5	4.8%	.	.	.
CCNC(=O)N1CCOC(CN(CC2CC2)C(=O)c2cccc(F)c2)C1 (stereo unspecified)	14.2%	2.9%	-9.9	4.7%	i	3.9%	i
COc1ccc(-c2nc(-c3ccccc3)nc3c2CN(C(=O)Cc2ccccn2)CC3)cc1	-14.9%	-1.0%	-1.5	-24.1%	4.5%	?	?
CC(=O)c1cccc(NS(=O)(=O)c2cc(-c3onc(C)c3C)ccc2C)c1	?	.	-10.8	-15.5%	.	.	.
O=C(NCCCc1ccccc1)C1(c2ccc(Cl)cc2)CCOCC1	.	.	7.3	.	.	?	?
Cc1ccc(OCCC2CCN(C(=O)Cc3c[nH]c4ccccc34)C2)cc1 (stereo unspecified)	-24.6%	-4.7%	-0.3	-23.6%	-3.4%	?	35.5µM*

High-throughput results (PubChem)
